RXFP1 agonist: qHTS Assay for Agonists of the Relaxin Receptor RXFP1 | Relaxin receptor 1 (Homo sapiens), Q9HBX9 | Potency, µM (highest dose often 57.5 µM), without a hit: top-dose activation, most hits filed as activators | HEK293T-RXFP1 cAMP TR-FRET, 30 min; response scale: percent of porcine relaxin response, buffer zero | AID 2676, 2010 | 370,000 tested, 0.3% active; also: potency is read from the fitted curve at half-maximal effect; % is scaled to controls: 0 for no effect and ±100 for the full control effect; nearly all actives have a fitted effect of over 60% in size; many of its hits are not listed in these tables
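Agonist response is measured as cAMP accumulation in an RXFP1-transfected HEK293T line under PDE4 inhibition. Values are scaled between buffer-only and 29 nM porcine relaxin, and EC50s come from standard Hill equation fits.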
D1 agonist: Allosteric Agonists of the Human D1 Dopamine Receptor: qHTS; D(1A) dopamine receptor (Homo sapiens), P21728; HEK293 T-REx D1 cells, calcium flux, agonist mode; activation, % at 2 µM; 360,000 tested, 1% active; in the data active = activation above about 30%; also: 0% is about no effect
Target sequence (P21728 whole entry, looked up): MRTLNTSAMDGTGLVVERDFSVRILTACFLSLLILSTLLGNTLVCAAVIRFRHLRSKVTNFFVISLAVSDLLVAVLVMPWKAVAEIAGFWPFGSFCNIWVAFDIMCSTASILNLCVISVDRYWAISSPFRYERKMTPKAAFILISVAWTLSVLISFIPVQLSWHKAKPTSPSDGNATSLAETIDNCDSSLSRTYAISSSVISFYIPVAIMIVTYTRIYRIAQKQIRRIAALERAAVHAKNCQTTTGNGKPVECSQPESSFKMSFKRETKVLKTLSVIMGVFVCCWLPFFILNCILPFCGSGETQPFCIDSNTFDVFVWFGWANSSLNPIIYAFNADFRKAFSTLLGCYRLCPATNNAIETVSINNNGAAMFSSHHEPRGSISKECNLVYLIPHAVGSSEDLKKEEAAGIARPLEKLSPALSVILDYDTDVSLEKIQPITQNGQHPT
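Agonism was scored from calcium flux recorded over 180 s (1 read/s) after pintool compound addition, following a 10-cycle baseline. Cells were inducible force-coupled HEK293 TREx D1, plated overnight at 30 C and loaded with no-wash calcium dye.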
Vif-APOBEC3G blk: qHTS for Inhibitors of Vif-A3G Interactions: qHTS; HeLa A3G-eYFP + Vif (tagged APOBEC3G with the HIV-1 protein that degrades it), YFP fluorescence, overnight; Potency, µM (titrated, usually from 46.1 µM), without a hit: top-dose activity, negative = active, hits mostly inhibitors; 410,000 tested, 0.076% active;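 also: potency is read from the fitted curve at half-maximal effect; % is scaled to controls: 0 for no effect and ±100 for the full control effect; nearly all actives have a fitted effect of over 60% in size; hits raise eYFP signal because A3G escapes Vif-driven loss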
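Read-out is eYFP fluorescence (Ex 488/Em 500-530) from Vif-expressing HeLa A3G-eYFP cells; more signal means A3G escaped Vif-mediated degradation. Cells plated overnight, compound pinned in, incubated overnight at 37 deg C.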
RXFP1 antag: qHTS Assay for Antagonists of the Relaxin Receptor RXFP1; 350,000 tested, 0.59% active; Relaxin receptor 1 (Homo sapiens), Q9HBX9; HEK293-RXFP1, relaxin-stimulated cAMP HTRF, 30 min; hits give low values; activity change, negative = inhibition, % at 57.5 µM;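 active = activity change of -60% or lower, but not beyond a set lower limit; inconclusive = change between -60% and -40%, or beyond the set limit; inactive = change above -40%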; also: % is scaled to controls: 0 for no effect and ±100 for the full control effect
GRP78 ERSR act: qHTS for Inducers of the Endoplasmic Reticulum Stress Response (ERSR) in Human Glioma: qHTS; U87-MG GRP78 promoter luciferase reporter, 16 h; Potency, µM, inactives show at the highest dose activation, usual class: activators; 420,000 tested, 0.02% active; also: potency is read from the fitted curve at half-maximal effect; series mostly up to about 76 µM; % of control where 0% means no effect; nearly all actives have a fitted effect of over 35% in size
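Stably transfected U87-MG human glioma cells carrying a GRP78-based luminescent sensor were seeded at 1000 cells/well, pin-dosed with compounds and incubated 16 h. Luciferase reagent was then added, and end-point luminescence was read after 10 min at room temperature.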
D1 PAM: Potentiators of Human D1 Dopamine Receptor: qHTS; D(1A) dopamine receptor (Homo sapiens), P21728; HEK293 TREx D1 cells, calcium flux, dopamine EC20 potentiation; potentiation, % at 10 µM; 360,000 tested, 0.036% active; in the data active = potentiation above about 30%; also: 0% is about no effect
D2 potentiator: HTS Assay for Positive Allosteric Modulators of the Human D2 Dopamine Receptor: Primary Screen for Potentiators | HEK293 T-REx D2, calcium flux, EC20 dopamine potentiation | potentiation, % at 10 µM | 340,000 tested, 0.34% active | AID 485347, 2010;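 active = potentiation over 3 SD above the plate norm, cut at about 30% in these data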; also: 0% is about no effect
Target sequence (P14416 whole entry, looked up): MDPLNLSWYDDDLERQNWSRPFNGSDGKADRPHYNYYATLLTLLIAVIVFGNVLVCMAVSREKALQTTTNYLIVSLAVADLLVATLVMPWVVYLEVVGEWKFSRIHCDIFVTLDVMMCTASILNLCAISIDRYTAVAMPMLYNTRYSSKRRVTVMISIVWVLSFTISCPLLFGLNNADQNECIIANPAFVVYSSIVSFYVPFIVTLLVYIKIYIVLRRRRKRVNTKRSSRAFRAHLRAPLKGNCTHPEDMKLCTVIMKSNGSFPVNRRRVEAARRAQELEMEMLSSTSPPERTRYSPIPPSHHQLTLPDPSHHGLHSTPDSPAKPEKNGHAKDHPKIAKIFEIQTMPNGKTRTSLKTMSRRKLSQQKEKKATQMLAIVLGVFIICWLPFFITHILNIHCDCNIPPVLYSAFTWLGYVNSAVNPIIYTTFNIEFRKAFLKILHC
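Potentiation of an EC20 dopamine calcium response measured kinetically over 180 s, after a preceding 180 s compound-only read flagging agonists. Cells: inducible Hek293 Trex D2 line, 4000/well, cultured overnight at 30 C before dye loading.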
Vif-APOBEC3F blk: qHTS for Inhibitors of Vif-A3F Interactions: qHTS | HeLa A3F-eYFP + Vif (tagged APOBEC3F with the HIV-1 protein that degrades it), YFP fluorescence increase | Potency, µM (highest dose often 46.1 µM), inactives show top-dose activity, negative = active | 390,000 tested, 0.2% active | AID 602313, 2012; also: potency is read from the fitted curve at half-maximal effect; % of control where 0% means no effect; nearly all actives have a fitted effect of over 65% in size
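HeLa cells stably expressing A3F-eYFP plus Vif, plated and incubated overnight at 37 deg C, then exposed to compounds overnight at 37 deg C. Blocked degradation read as raised yellow fluorescence (Ex 488/Em 500-530).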
D1 antagonist: Antagonist of Human D 1 Dopamine Receptor: qHTS. D(1A) dopamine receptor (Homo sapiens), P21728. HEK293 TREx D1 cells, calcium flux, dopamine EC80; hits give low values. activity change, negative = inhibition, % at 10 µM. 360,000 tested, 3.2% active; in the data active = activity change below about -30%; also: % is scaled to controls: 0 for no effect and ±100 for the full control effect
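Using tetracycline-induced force-coupled D1 Hek293 cells and a calcium dye, signals were followed for 180 s after compound, then for 180 s after EC80 dopamine, to detect inhibitors.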
* = called active by the depositor; ? = inconclusive; · = no result given; & = joins results of further samples. Unless noted, calls follow the shape of the dose curve; as a rule, active = well fitted curve in the direction sought with a large enough effect; inconclusive = small, poorly fitted or top-dose-only effect, or another doubt; inactive = no such curve, though single readings can be large; an effect the other way counts as inactive or inconclusive. Some of the compounds tested. The share of hits here may be higher or lower than overall.

SMILES	RXFP1 agonist	D1 agonist	Vif-APOBEC3G blk	RXFP1 antag	GRP78 ERSR act	D1 PAM	D2 potentiator	Vif-APOBEC3F blk	D1 antagonist
COc1ccc([C@H](C)NC[C@H](O)c2ccc(O)c(NC=O)c2)cc1	19%	5	1%	·	2%	-5	-5	4%	-18
C/C(Cn1nnc([N+](=O)[O-])n1)=N\NC(=O)c1ccccc1O	1.0%	3	4%	21	12%	-3	-4	2%	-19
Cc1cc(C)cc(NC(=O)c2cc(S(=O)(=O)N3CCCCC3)c[nH]2)c1	2.8%	1	-1%	-2	-2%	-1	0	7%	-8
CC(C)NC(=O)c1ccc2c3n(nc2c1)-c1ccc(Cl)cc1CO3	1.7%	0	1%	·	-1%	0	2	4%	-2
CCN(Cc1ccccc1)C(=O)c1c[nH]c2ccc(S(=O)(=O)N(C)CCC#N)cc2c1=O	3.5%	2	0%	·	0%	-8	-9	-1%	10
CC1CCCC(NC(=O)COC(=O)c2ccc(N(C)C)cc2)C1C (configuration not stated)	-0.8%	0	1%	-3	7%	5	7	1%	1
CC(=O)N1CC=CC1(CC(C)C)C(=O)NCCN1CCOCC1 (configuration not stated)	2.3%	6	1%	·	1%	-3	3	1%	29
CC1(C)Cc2c(C#N)c(SCC(=O)c3ccccc3)nc(N3CCOCC3)c2CO1	0.8%	4	-8%	13	-3%	-5	4	-15%	4
O=C(c1cccc(S(=O)(=O)N2CCOCC2)c1)N1CCOCC1	0.7%	2	2%	7	-2%	-2	-7	1%	-7
CC(OC(=O)CC1CCCC1)C(=O)Nc1ccc(S(N)(=O)=O)cc1 (configuration not stated)	-2.2%	5	0%	6	-4%	-1	-1	-22%	1
CC(=O)Nc1c(C(=O)O)[nH]c2ccccc12	-0.2%	10	1%	-11	5%	0	9	·	3
N/C(=N\OC(=O)c1cccc(Cl)c1)c1cccnc1	0.9%	-2	-1%	6	-7%	-1	2	·	-2

Structures above with a halogen:
SMILES	RXFP1 agonist	D1 agonist	Vif-APOBEC3G blk	RXFP1 antag	GRP78 ERSR act	D1 PAM	D2 potentiator	Vif-APOBEC3F blk	D1 antagonist
CC(C)NC(=O)c1ccc2c3n(nc2c1)-c1ccc(Cl)cc1CO3	1.7%	0	1%	·	-1%	0	2	4%	-2
N/C(=N\OC(=O)c1cccc(Cl)c1)c1cccnc1	0.9%	-2	-1%	6	-7%	-1	2	·	-2

The list goes on:
SMILES	RXFP1 agonist	D1 agonist	Vif-APOBEC3G blk	RXFP1 antag	GRP78 ERSR act	D1 PAM	D2 potentiator	Vif-APOBEC3F blk	D1 antagonist
CCC(C)N(C(=O)COC(=O)c1cc([N+](=O)[O-])ccc1N1CCOCC1)C1CCS(=O)(=O)C1 (configuration not stated)	0.7%	1	-1%	-7	-3%	-1	-3	-7%	5
O=C(CSc1nc(O)cc(=O)n1-c1ccccc1)c1ccc(Br)cc1	1.0%	5	-9%	-5	9%	-4	-8	-45%	10
Cc1ccc([N+](=O)[O-])cc1NC(=O)CN(C)CCOc1ccccc1	0.1%	7	0%	-4	-1%	0	-19	2%	2
O=C(Nc1scc(-c2ccc(F)cc2)c1C(=O)O)c1ccco1	0.8%	2	-10%	-7	-2%	-8	-3	3%	-24
COc1ccc(NC(=O)Nc2cccc(Cl)c2Cl)c(OC)n1	0.7%	0	-11%	12	-1%	-2	-16	?	-19
CN(C(=O)COC(=O)C1CCN(S(=O)(=O)c2ccc(Cl)cc2)CC1)C1CCS(=O)(=O)C1 (configuration not stated)	·	·	-2%	13	0%	·	·	2%	·
COc1ccc(C(=O)NC(Cn2ccnc2)C(C)(C)C)cc1OC1CCN(C(C)C)CC1 (configuration not stated)	0.1%	2	3%	-4	-5%	0	1	-26%	10
CCOc1ccc(NC(c2ccc(Cl)cc2)c2nnc(-c3cccc(F)c3)o2)cc1 (configuration not stated)	3.0%	1	3%	-12	-5%	-3	-1	1%	-6
O=C1c2ccccc2C(=O)N1CSc1ncccn1	4.5%	2	0%	8	-4%	-1	-2	·	-2
COc1ccccc1CCNC(=O)C1CC(=O)N(c2ccccc2F)C1 (configuration not stated)	·	·	-1%	-3	-1%	·	·	-6%	·
Cc1ccc(NC(=O)CCNS(=O)(=O)c2ccc3c(c2)CCN3C(=O)C2CC2)c(Cl)c1	0.2%	8	-1%	·	-1%	-3	3	3%	-4
Cc1cc(C)n(C(=O)CNC(=O)c2cccc(Cl)c2)n1	3.6%	2	-1%	-5	-1%	-5	-6	-1%	6

Another view of 4 compounds above:
smiles | RXFP1 agonist | D1 agonist | Vif-APOBEC3G blk | RXFP1 antag | GRP78 ERSR act | D1 PAM | D2 potentiator | Vif-APOBEC3F blk | D1 antagonist
O=C(CSc1nc(O)cc(=O)n1-c1ccccc1)c1ccc(Br)cc1 | 1.0% | 5 | -9% | -5 | 9% | -4 | -8 | -45% | 10
O=C1c2ccccc2C(=O)N1CSc1ncccn1 | 4.5% | 2 | 0% | 8 | -4% | -1 | -2 | · | -2
Cc1cc(C)n(C(=O)CNC(=O)c2cccc(Cl)c2)n1 | 3.6% | 2 | -1% | -5 | -1% | -5 | -6 | -1% | 6
Cc1ccc([N+](=O)[O-])cc1NC(=O)CN(C)CCOc1ccccc1 | 0.1% | 7 | 0% | -4 | -1% | 0 | -19 | 2% | 2

The results go on.
SMILES	RXFP1 agonist	D1 agonist	Vif-APOBEC3G blk	RXFP1 antag	GRP78 ERSR act	D1 PAM	D2 potentiator	Vif-APOBEC3F blk	D1 antagonist
O=C(NC1=NCCS1)c1ccncc1	1.2%	2	2%	-6	-4%	1	10	6%	7
CCCS(=O)(=O)c1c(S(=O)(=O)CCC)c2cnccn2c1C(=O)c1ccc(Cl)cc1	-1.2%	-1	-3%	-1	-5%	-2	3	6%	-4
Cc1cc2oc(C(=O)Nc3sc4c(c3C(=O)NCC3CCCO3)CCC4)cc(=O)c2cc1C (configuration not stated)	0.4%	0	-13%	-17	-5%	1	12	?	3
CCCC[n+]1ccn(-c2nc3c([N+](=O)[O-])cccc3n2C)c1	4.2%	2	6%	12	-3%	1	-8	5%	5
C[C@H](NC(=O)NC1CCCc2ccccc21)C(=O)O (some centres not stated)	1.4%	0	1%	2	-2%	3	0	-12%	5
COc1ccc(-c2[nH]ncc2/C=N/NC(=O)c2ccc(Br)cc2)c(OC)c1	1.6%	1	0%	-13	-4%	-11	-27	-4%	1
CCc1cccc(C)c1NC(=O)Cn1c(=O)cc(C)c2c(C)nn(-c3cccc(F)c3)c21	1.4%	1	-3%	6	-3%	-7	9	-1%	8
COc1cc(/C=N/NC(=O)c2sc(N)c(C#N)c2C)ccc1O	0.4%	1	-19%	3	-7%	3	2	-10%	27
CC(NC(=O)NCCCC(=O)O)(C(F)(F)F)C(F)(F)F	-1.3%	2	1%	0	-3%	5	13	6%	7
c1ccc2c(c1)NC(CN1CCOCC1)CO2 (configuration not stated)	-0.2%	2	2%	2	0%	4	2	0%	-3
Cn1c(=O)n(C)c2cc(S(=O)(=O)NCc3ccco3)ccc21	-0.2%	3	-1%	-12	-1%	-4	6	-1%	-5
COc1ccc(Cl)cc1C(=O)NCCN(C)C	0.8%	3	-4%	-3	0%	-5	-19	-3%	7
Fc1ccccc1CSc1ncnc2c1oc1ccccc12	12%	13	-3%	5	4%	-1	-2	-1%	12
CCCc1cc(=O)[nH]c2nnc(SCC(=O)Nc3cccc(NC(C)=O)c3)n12	-3.4%	4	0%	-1	-5%	-4	6	4%	-8
O=C(CCNS(=O)(=O)c1ccccc1)OCC(=O)c1ccc(F)cc1	-0.5%	17	0%	5	-3%	-3	-4	-7%	-40*
O=C(O)/C(=C\c1cccc(F)c1)c1ccc(S(=O)(=O)N2CCCCC2)s1	0.1%	0	0%	·	-5%	-5	6	-1%	7
COc1cccc(OC)c1C(=O)NCCN1CCN(C(=O)c2c(OC)cccc2OC)CC1	2.4%	0	1%	-1	-2%	0	-2	5%	-1
Cc1ccccc1CN1[C@@H](CC2CCCCC2)COCCS1(=O)=O	0.0%	1	-12%&-6%	·	-2%&-3%	2	6	-10%	24
COc1ccc(NC(=O)C2=C(C)Nc3c(C(=O)Nc4ccc(C)cc4)cnn3C2c2cc(OC)ccc2OC)cc1 (configuration not stated)	-3.1%	0	-4%	-4	-2%	-5	-11	9%	-12
N#C/C(=C\c1cc2ccccc2nc1N1CCCCC1)C(N)=O	3.0%	2	-2%	-6	-2%	4	-2	-4%	1
c1ccc(-n2nnnc2CN2CCOCC2)cc1	0.2%	3	3%	3	-2%	4	-1	12%	3
COc1cc(OC)cc(-c2nc3nc(C)c(CCC(=O)Nc4ccccc4)c(C)n3n2)c1	0.5%	3	-2%	·	-1%	2	4	-1%	2
COC(=O)c1ccc(OC)c(Cn2c(=O)n(C)c(=O)c3sccc32)c1	6.0%	0	4%	-2	-1%	-6	7	1%	-16
CCc1nnc(NC(=O)CSc2nnc(-c3cccnc3)n2CCc2ccccc2)s1	0.0%	2	-1%	5	-2%	-2	-5	-9%	7
CC(=O)Cn1c(=O)oc2ccccc21	-1.1%	4	0%	6	-2%	-4	·	-18%	2
CC(C)c1ccc(NC(=O)CCNS(=O)(=O)c2ccc3c(c2)CCCC(=O)N3)cc1	-1.9%	2	4%	·	-4%	5	3	-4%	1
O=C(NC1CCCCC1)c1ccc(-c2ccccc2)cc1	·	·	1%	2	7%	·	·	4%	·

Bioassay records deposited in PubChem by National Center for Advancing Translational Sciences (NCATS).
